D1 ag: human D1 receptor agonism; P21728; HEK293 T-REx D1 cells, calcium flux, agonist mode; activation, % at 2 µM; 360,000 tested, 1% active; AID 504660; further: 0% is about no effect
Target sequence (P21728 whole entry, looked up): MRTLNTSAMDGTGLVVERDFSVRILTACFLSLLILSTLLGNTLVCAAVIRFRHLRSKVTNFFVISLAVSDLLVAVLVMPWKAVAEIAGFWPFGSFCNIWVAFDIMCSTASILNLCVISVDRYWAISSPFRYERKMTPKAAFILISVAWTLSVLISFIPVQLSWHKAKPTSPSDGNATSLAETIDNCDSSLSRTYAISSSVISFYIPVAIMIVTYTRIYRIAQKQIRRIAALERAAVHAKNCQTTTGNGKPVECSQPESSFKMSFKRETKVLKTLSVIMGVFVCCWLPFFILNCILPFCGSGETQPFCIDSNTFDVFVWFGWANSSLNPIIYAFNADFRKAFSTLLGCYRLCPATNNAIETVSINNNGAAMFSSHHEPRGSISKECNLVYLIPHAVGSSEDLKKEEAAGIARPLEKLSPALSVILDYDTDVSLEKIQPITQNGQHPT
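Tetracycline-induced HEK293 TREx D1 cells, force-coupled to calcium signalling, were dye-loaded with a no-wash calcium kit. Compound was pin-added after a 10 s baseline. Fluorescence was read kinetically at 1 cycle/s for 180 s, with calcium rises flagged as agonism.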
D2 antag: D2 dopamine receptor (human) antagonism; P14416; HEK293 TREx D2 cells, calcium flux, dopamine EC80; inhibition, % at 10 µM; 340,000 tested, 2% active; AID 485344; in the data active means inhibition above about 30%; further: 0% is about no effect
Target sequence (P14416 whole entry, looked up): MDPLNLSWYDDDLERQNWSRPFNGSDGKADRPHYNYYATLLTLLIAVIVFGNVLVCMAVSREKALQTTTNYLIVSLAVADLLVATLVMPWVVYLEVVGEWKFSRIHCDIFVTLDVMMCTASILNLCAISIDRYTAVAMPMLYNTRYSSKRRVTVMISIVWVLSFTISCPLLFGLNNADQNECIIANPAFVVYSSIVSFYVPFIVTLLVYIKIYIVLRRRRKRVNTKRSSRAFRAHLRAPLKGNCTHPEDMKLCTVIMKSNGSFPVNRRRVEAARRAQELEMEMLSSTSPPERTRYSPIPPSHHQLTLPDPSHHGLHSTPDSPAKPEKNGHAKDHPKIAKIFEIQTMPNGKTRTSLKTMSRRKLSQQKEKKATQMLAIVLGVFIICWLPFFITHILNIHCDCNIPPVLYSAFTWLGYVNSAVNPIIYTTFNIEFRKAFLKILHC
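Calcium flux kinetic readout in an inducible HEK293 TREx D2 line plated overnight at 30 C. After 180 s compound exposure, an EC80 dopamine challenge follows with another 180 s kinetic read to detect antagonism.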
TRHR enhancer: allosteric enhancers of human TRH receptor | TRHR cells, fluo-8 calcium fluorescence, EC20 TRH enhancement | P34981 | enhancement, % at 2 µM | 360,000 tested, 0.66% active; in the data active means enhancement above about 30%; further: 0% is about no effect
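Enhancer read-out: after compound pinning and an initial kinetic agonist-mode read, an EC20 of TRH (10 nM final) was injected and fluo-8 calcium signal (Ex 480/Em 530) followed at 1 s/cycle for 100 cycles in TRHR-expressing cells.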
D1 PAM: enhances dopamine response at the human D1 receptor; P21728; HEK293 TREx D1 cells, calcium flux, dopamine EC20 potentiation; potentiation, % at 10 µM; 360,000 tested, 0.036% active; in the data active means potentiation above about 30%; further: 0% is about no effect
D2 ag: activates the human D2 dopamine receptor. P14416. activation, % at 2 µM. HEK293 T-REx D2 cells, calcium flux agonist mode. AID 485358. 340,000 tested, 0.53% active;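 active means activation over 3 SD above normal in the single-dose calcium agonist read, cut at about 30% in these data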; further: 0% is about no effect
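Calcium-flux readout, 1 cycle/sec over 180 s following compound pin transfer, in inducible HEK293 Trex D2 cells (force-coupled); dopamine controls included. Positive calcium responses during this window marked compounds as potential agonists.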
D1 antagonist: human D1 dopamine receptor antagonism. activity change, negative = inhibition, % at 10 µM. 360,000 tested, 3.2% active. HEK293 TREx D1 cells, calcium flux, dopamine EC80; hits give low values. P21728; in the data active means activity change below about -30%; further: on the % scale 0 is the no-effect control and ±100 the full control effect
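Tetracycline-induced HEK293 Trex D1 cells, force-coupled to calcium, dye-loaded; compounds added and read 180 s, then EC80 dopamine added and calcium flux tracked kinetically another 180 s.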
D2 potentiator: positively modulates the human D2 dopamine receptor allosterically | P14416 | HEK293 T-REx D2, calcium flux, EC20 dopamine potentiation | potentiation, % at 10 µM | 340,000 tested, 0.34% active;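 active means potentiation over 3 SD above the plate norm, cut at about 30% in these data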; further: 0% is about no effect
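Using a no-wash calcium dye in inducible, force-coupled HEK293 Trex cells expressing D2, we tracked fluorescence each second for 180 s after compound, then for 180 s after EC20 dopamine to detect augmented signalling.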
RXFP1 antagonist: blocks the human relaxin receptor RXFP1; HEK293-RXFP1, relaxin-stimulated cAMP HTRF, 30 min; hits give low values; activity change, negative = inhibition, % at 57.5 µM; 350,000 tested, 0.59% active; AID 1259400;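 active means activity change of -60% or lower, but not beyond a set lower limit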; further: on the % scale 0 is the no-effect control and ±100 the full control effect
TRHR agonist: TRH receptor (human) agonism | P34981 | AID 493084 | TRHR cells, calcium flux fluo-8, FDSS agonist mode | 360,000 tested, 0.18% active | activation, % at 2 µM; further: 0% is about no effect
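TRHR-expressing cells loaded with fluo-8 calcium dye; 23 nL library compound pin-transferred, kinetic FDSS fluorescence (Ex 480/Em 530) recorded about 180 s for agonist-induced calcium release, before a 10 nM TRH EC20 addition for potentiator mode.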
Starred values were filed as active, the others as inactive; / = no result given. Unless noted, no stated cut-off is given here; in the data, active means activation above about 30%; inactive means the rest.

SMILES	D1 ag	D2 antag	TRHR enhancer	D1 PAM	D2 ag	D1 antagonist	D2 potentiator	RXFP1 antagonist	TRHR agonist
Cc1occc1C(=O)NNC(=S)NCc1ccc(Cl)cc1	1	2	-7	0	0.2	-10	-6	-1	-0.4
CCOc1ccc(-n2c(SCC(N)=O)nc3c(oc4ccccc43)c2=O)cc1	-1	/	-1	1	3.4	15	7	/	-0.3
CCc1ccc(CSc2nc(-c3ccccc3OC)nc3c2Cc2c(CO)cnc(C)c2O3)cc1	2	/	-2	1	0.2	10	1	-15	0.5
CCC(=O)Nc1c(S(=O)(=O)c2ccccc2)c2nc3ccccc3nc2n1Cc1ccccc1	1	2	-6	4	-0.4	-7	-5	/	0.2
O=C(NNC(=O)c1c(O)c2ccccc2[nH]c1=O)c1ccccc1Br	1	-25	-2	-3	0.6	5	9	2	-0.2
Cc1cccc(NC(=S)Nc2ccc(N3CCOCC3)cc2)c1C	0	/	-5	-3	/	6	/	-14	0.3
CC1=C(C(=O)OCc2ccccc2)C(c2ccc(Br)cc2)NC(=O)N1CCCC(=O)O (stereo not drawn)	1	6	0	-2	0.0	13	-7	/	0.5
CC(C)C(C(=O)NCC1CCCO1)N(Cc1ccccc1)C(=O)CNS(=O)(=O)c1ccccc1 (stereo not drawn)	0	-16	-1	-3	0.0	16	1	-8	-0.2
NC(=O)C(c1ccccc1)c1ncc(C(F)(F)F)cc1Cl (stereo not drawn)	3	10	2	0	0.4	-11	-8	0	-0.4
Cc1ccc(S(=O)(=O)NCCCCCC(=O)Nc2cccc(C)c2)cc1	3	2	6	-4	-0.9	-7	10	-3	-0.9
O=C(NCCCN1CCOCC1)c1cnn2c(-c3ccccc3)cc(-c3ccccc3)nc12	0	-8	-10	-3	1.3	6	-19	-5	-0.2
CC(=O)Nc1ccc(OCC(=O)NCc2ccccc2)cc1	3	6	-9	-1	-1.3	-13	8	-2	0.0
COc1ccccc1NC(=S)N1CCCCCC1	1	3	-1	0	0.1	7	-5	0	-0.2
CC(C)Cc1nnc(NC(=O)c2cc(S(=O)(=O)N(C)C)ccc2N2CCCC2)s1	2	3	14	5	0.3	6	12	-14	-0.5
Cc1ccc(NC(=O)C2CCN(C(=O)c3cnn(-c4ccccc4)c3-n3cccc3)CC2)cc1	2	/	-3	-4	1.6	19	9	/	-0.6
Cc1ccc2c(c1)NC(=O)[C@@]1(C)[C@@H](c3ccccc3)[C@H]3COc4ccccc4[C@@H]3N1C2=O	5	-7	-4	-9	-0.1	-11	-6	/	0.1
Cc1ccc(N(CC(=O)NCc2ccc(Cl)cc2)S(C)(=O)=O)cc1	1	-3	-1	-8	1.0	-26	14	-7	0.1
COc1ccc(NC(=O)CSc2nc(-c3cccs3)cc(C(F)(F)F)n2)c(OC)c1	5	/	12	0	0.9	10	-3	/	2.7
CCn1c(SCC(=O)Nc2ccc(NC(C)=O)cc2)nnc1C1CC1	3	-6	2	1	0.3	-16	-3	-10	0.2
Cc1ccc(S(=O)(=O)N2CCOCC2)cc1NC(=O)COc1cccc(Oc2ccccc2)c1	1	-11	17	-7	0.4	-5	3	-20	0.5
COc1cc(C(=O)NCCSc2ccc(Cl)cc2)cc(OC)c1OC	0	1	6	-7	0.8	-10	-9	0	-2.2
Cc1cccc(-c2noc(CCC(=O)NCc3ccco3)n2)c1	2	18	-2	-3	-0.4	-24	0	-6	0.0
CCOC(=O)c1cnn(-c2nc3c(C)cccc3s2)c1C	1	15	4	3	0.4	4	-4	2	0.1
O=C(c1cc(-c2ccc(O)cc2)on1)N1CCCc2ccccc21	9	6	10	-5	0.5	8	-13	-9	-0.7
CCN(C(=O)Cn1nc(C(=O)O)c2ccccc2c1=O)C1CCCCC1	2	/	44*	6	/	13	/	0	-0.4
Following part.
SMILES	D1 ag	D2 antag	TRHR enhancer	D1 PAM	D2 ag	D1 antagonist	D2 potentiator	RXFP1 antagonist	TRHR agonist
COC(=O)c1cc2c(s1)-c1ccccc1CC2	2	10	-1	-6	0.4	-5	7	-5	-0.5
CCN1C(=O)/C(=C2/Sc3ccc(OC)cc3N2C)SC1=Nc1cccc(O)c1	1	2	7	-7	1.1	-5	9	-23	1.6
O=C(CNC(=O)c1cc(S(=O)(=O)N2CCCCC2)ccc1N1CCOCC1)Nc1ccc(F)c(F)c1	1	-10	0	-6	0.3	-21	-11	0	0.7
CN(C)c1ccc(NC(=O)CN2C(=O)CC(c3ccccc3)=Nc3ccccc32)cc1	0	4	-1	-1	0.2	-3	-13	0	-0.3
COc1ccc(CNS(=O)(=O)NCc2ccccc2F)cc1	2	-4	4	1	-0.7	-8	0	-3	-0.8
COc1ccc(CCNC(=O)COc2ccc(-c3ccc(C)cc3)cc2)cc1OC	2	3	2	-1	0.4	-31*	2	3	0.1
Cc1ccc(C(C(=O)NC2CCCCC2)N(CC2CCCO2)C(=O)CNC(=O)c2cccs2)cc1 (stereo not drawn)	-1	8	-1	1	0.7	10	15	10	-0.2
CN(c1ccccc1C(=O)Nc1ccc(F)c(F)c1)S(C)(=O)=O	3	-24	12	0	0.1	-2	4	13	0.8
COCCCNC(=O)C12CCC(C)(C(=O)C1)C2(C)C (stereo not drawn)	0	-15	23	2	-0.2	10	10	-7	0.7
COc1c(OC(C)=O)ccc(/C=C/c2ccc3cccc(OCc4ccccc4)c3n2)c1[N+](=O)[O-]	4	-1	2	0	-1.2	3	11	6	0.2
Cc1ccc(NC(=O)COC(=O)CN2C(=O)C3CCCCC3C2=O)cc1S(=O)(=O)N1CCOCC1 (stereo not drawn)	5	11	4	7	-0.3	27	5	4	0.0
FCCCOc1ccc(-c2nccc(-c3ccc(Br)cc3)n2)cc1	9	/	4	-7	/	4	/	-7	2.1
CCN1CCN(S(=O)(=O)c2ccc(Cl)c(C(=O)NC3CCCC3)c2)CC1	4	47*	0	2	-0.4	0	-7	-12	-0.2
COc1ccc(C)cc1S(=O)(=O)N1c2ccc(C)cc2C2CN(C)CCC21 (stereo not drawn)	5	-9	-9	-5	1.2	-16	-3	-10	0.3
Cc1ccc(NC(=O)CSc2nc3ccc(Br)cc3[nH]2)c(C)c1	-1	/	5	-2	/	-3	0	-16	1.6
O=S(=O)(Nc1ccc(N2CCOCC2)cc1)c1ccc2ccccc2c1	4	-7	1	11	0.0	-5	0	4	-0.3
COc1ccccc1/C=N/NC(=O)C(=O)N1CCN(c2ccccc2OC)CC1	3	3	0	-1	-0.8	3	-2	/	-0.6
COc1ccc(C(=O)NCC2CCCCC2)cc1S(=O)(=O)N1CCCC1	1	1	-8	-3	-0.2	-13	11	-13	-1.7
CN(C(=O)c1cccnc1)c1nnc(-c2cnccn2)s1	2	-28	3	-2	-0.2	8	-2	1	1.4
O=C(CSc1nnc2ccc(-c3ccc(F)cc3)nn12)N1CCOCC1	4	18	2	-9	0.2	5	-6	-6	-0.5
CCCCOc1ccc(NC(=O)[C@@H]2CCCN2C(=O)C2CCN(S(=O)(=O)c3ccc(C)cc3)CC2)cc1	3	-2	2	-4	-0.5	-21	-9	-8	-0.5
COc1ccc(C(=O)Oc2cccc(Nc3ncnc4ccccc34)c2)cc1OC	15	18	4	-8	0.5	-1	1	-7	2.2
CCO[C@@H]1OC(C(=O)NC2CC2)=C[C@H](c2ccc(C(F)(F)F)cc2)[C@H]1CCCO	-5	0	-1	2	3.2	-4	7	/	0.0
COc1ccc(NC(=O)CN(C)C(=O)c2ccc(NS(=O)(=O)c3ccc4[nH]c(=O)[nH]c4c3)cc2)cc1	0	-6	0	-6	0.8	-9	10	/	0.4
CC(=O)OC(C)(C)C1Cc2cc3ccc(=O)oc3cc2O1 (stereo not drawn)	3	-4	2	-5	1.1	-14	2	-11	0.6
The listing continues:
SMILES	D1 ag	D2 antag	TRHR enhancer	D1 PAM	D2 ag	D1 antagonist	D2 potentiator	RXFP1 antagonist	TRHR agonist
CCN(C(=O)CSc1nnc(-c2ccco2)n1C)c1c(N)n(Cc2ccccc2)c(=O)[nH]c1=O	2	-12	6	/	0.8	13	-5	-3	0.0
Cc1cc(C)cc(NC(=O)Cn2nnc(-c3ccccc3F)n2)c1	21	/	-4	-1	0.3	-18	11	0	1.2
Cn1cc(/C=C/C(=O)N2CCCC(C(=O)c3cccc(C(F)(F)F)c3)C2)cn1 (stereo not drawn)	0	-4	3	-5	0.3	-22	7	-7	0.3
Cc1cc(Br)ccc1NC(=S)NCCc1ccccc1	6	4	0	-5	0.4	-26	-3	-5	0.0
Cc1nc(SCC(=O)Nc2c(C)nn(C)c2C)c2cnn(-c3ccccc3)c2n1	5	-18	0	-9	1.1	-2	17	12	-0.1
CCCCN1C(=S)NC[C@@H]1Cc1ccc(O)cc1	5	14	-6	6	-1.1	-13	3	/	-0.4
Cc1nc(-c2ccc(Cl)cc2)sc1C(=O)NNC(=O)C(C)C	-1	4	0	4	-0.5	-5	-3	-18	0.1
O=C(NNC(=O)C1CCN(Cc2cccc(F)c2)CC1)c1cccs1	2	-2	-2	-4	0.2	-5	-5	-1	0.7
COc1ccc(N(C(=O)C2COc3ccccc3O2)C(C(=O)NC2CCCCC2)c2ccccc2)cc1OC (stereo not drawn)	3	-9	5	0	-0.7	5	6	2	0.1
COc1cccc(N(CC(=O)N2CCCCCC2)S(C)(=O)=O)c1	1	11	-2	-5	1.2	14	10	-1	0.3
O=C(Nc1ccc2oc(-c3ccc4ccccc4c3)nc2c1)c1cc(Cl)ccc1Cl	3	/	0	1	1.7	11	/	-14	0.8
O=C(CSc1nc(-c2ccccc2)cs1)NCCN1C(=O)CSC1=O	-2	-30	-4	-1	0.2	10	1	-23	-0.3
O=C(CSc1nc2ccccc2o1)N1c2ccccc2Sc2ccc(C(F)(F)F)cc21	8	-22	4	-1	0.7	-20	-3	-3	0.7
CC1Cc2ccccc2N1S(=O)(=O)c1nnc(NC(=O)c2ccccc2)s1 (stereo not drawn)	0	/	-2	-3	0.0	-6	-10	-20	0.1
CCOc1ccc(CSC2=NCCN2)cc1Cl	14	1	-8	-9	-0.2	-35*	-2	-10	0.5
Cc1ccnc(N=Cc2c(O)ccc3oc4c(c23)CCCC4)c1	2	-10	6	-5	-0.7	11	8	/	0.5

Entries of single compounds from above. Screens in order: D1 ag | D2 antag | TRHR enhancer | D1 PAM | D2 ag | D1 antagonist | D2 potentiator | RXFP1 antagonist | TRHR agonist
`O=C(Nc1ccc2oc(-c3ccc4ccccc4c3)nc2c1)c1cc(Cl)ccc1Cl` as listed: 3 | / | 0 | 1 | 1.7 | 11 | / | -14 | 0.8
`O=C(CSc1nc(-c2ccccc2)cs1)NCCN1C(=O)CSC1=O` as listed: -2 | -30 | -4 | -1 | 0.2 | 10 | 1 | -23 | -0.3

Another view of some results above:
SMILES,D1 ag,D2 antag,TRHR enhancer,D1 PAM,D2 ag,D1 antagonist,D2 potentiator,RXFP1 antagonist,TRHR agonist
CCOC(=O)c1cnn(-c2nc3c(C)cccc3s2)c1C,1,15,4,3,0.4,4,-4,2,0.1
O=C(c1cc(-c2ccc(O)cc2)on1)N1CCCc2ccccc21,9,6,10,-5,0.5,8,-13,-9,-0.7
CCN(C(=O)Cn1nc(C(=O)O)c2ccccc2c1=O)C1CCCCC1,2,/,44*,6,/,13,/,0,-0.4
